MITF inh: MITF inhibitors, primary screen, biochemical, AlphaScreen, human; 650,000 tested, 0.91% active; AlphaScreen MITF homodimerization, bead proximity signal; Microphthalmia-associated transcription factor (Homo sapiens), O75030; AID 1259374, 2018; inhibition, % at 2.6 µM; in the data active = inhibition above about 50%;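 note: 0% = vehicle wells with protein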
FBW7 act: FBW7 E3 ligase activators, primary screen, biochemical, AlphaScreen, human; AlphaScreen FBW7–phospho-cyclin E peptide binding, activator screen; normalized activity (activation), % at 26.1 µM; F-box/WD repeat-containing protein 7 (Homo sapiens), Q969H0; 650,000 tested, 0.13% active; in the data active = normalized activity above about 1.9%;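 note: purified mutant Fbw7 with reduced substrate affinity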
Target sequence (Q969H0 whole entry, looked up): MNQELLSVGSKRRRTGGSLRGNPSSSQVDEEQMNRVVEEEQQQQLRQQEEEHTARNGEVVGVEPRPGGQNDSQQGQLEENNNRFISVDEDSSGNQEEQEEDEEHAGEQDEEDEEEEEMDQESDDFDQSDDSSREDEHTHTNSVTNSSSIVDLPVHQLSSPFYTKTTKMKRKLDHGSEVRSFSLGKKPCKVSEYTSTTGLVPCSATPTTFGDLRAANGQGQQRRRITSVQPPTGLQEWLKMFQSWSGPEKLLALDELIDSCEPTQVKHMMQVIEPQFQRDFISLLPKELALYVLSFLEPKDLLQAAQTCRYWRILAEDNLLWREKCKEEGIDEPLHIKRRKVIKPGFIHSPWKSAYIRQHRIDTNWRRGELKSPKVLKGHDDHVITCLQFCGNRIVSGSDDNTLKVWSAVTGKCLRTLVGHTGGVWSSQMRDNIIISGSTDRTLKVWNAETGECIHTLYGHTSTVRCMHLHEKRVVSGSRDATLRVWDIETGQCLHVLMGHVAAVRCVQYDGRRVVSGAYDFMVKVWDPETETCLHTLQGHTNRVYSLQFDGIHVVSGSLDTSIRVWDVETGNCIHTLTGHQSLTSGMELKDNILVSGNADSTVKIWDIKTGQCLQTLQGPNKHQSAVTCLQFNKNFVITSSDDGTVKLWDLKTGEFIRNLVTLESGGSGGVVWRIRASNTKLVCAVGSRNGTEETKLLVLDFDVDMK
TEAD-YAP block: TEAD-YAP interaction inhibition, primary screen, TEAD-YAP interaction inhibitor project, luminescence, HEK-TIYL cells; TEAD-Gal4/YAP UAS-luciferase luminescence; inhibition, % at 9.12 µM; 640,000 tested, 1.4% active; in the data active = inhibition above about 32%;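 note: 0% = median of test compound wells and 100% = reference inhibitor wells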
GPR151 ag: activators of human GPR151, primary screen, cell-based, PathHunter beta-arrestin, luminescence; G-protein coupled receptor 151 (Homo sapiens), Q8TDV0; PathHunter beta-arrestin GPR151 cells; activation, % at 11.2 µM; 650,000 tested, 1% active; in the data active = activation above about 4.9%;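 note: 0% = median of compound wells and 100% = cells with positive control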
* hit, by the source's call.

SMILES	MITF inh	FBW7 act	TEAD-YAP block	GPR151 ag
CC1(C)CC(=O)C2=C(C1)OC(N)=C(C#N)C2c1ccc(OC(=O)N2CCOCC2)cc1 (stereo not drawn)	-2	0.1	-4	2.5
Cc1ccccc1NC(=O)c1c(NC(=O)c2ccco2)sc2c1CCC(C)C2 (stereo not drawn)	1	-0.1	-5	1.8
Cc1ccccc1-c1nnc2sc(NC(=O)CC(C)C)nn12	6	-0.1	6	0.4
C#CCOCC1CCCN(S(=O)(=O)c2c(F)cccc2F)C1 (stereo not drawn)	8	0.3	7	-0.4
CC(=O)NS(=O)(=O)c1ccc(NC(=O)Cn2cnc3c2c(=O)n(C)c(=O)n3C)cc1	6	0.1	-1	1.3
Cc1cc(-c2cnc(N3CCCC3)nc2C2CCCN(C(=O)c3n[nH]c4c3CCC4)C2)on1 (stereo not drawn)	-5	-0.1	-7	-0.2
O=C(CCCc1ccccc1)Nc1cccc(N2CCC(NCCCn3cccn3)CC2)c1	6	-0.2	-11	-1.1
COc1ccc(C2=CC(c3cccc(Br)c3)n3ncnc3N2)cc1 (stereo not drawn)	4	-0.1	27	0.4
Cn1cccc1C(=O)N1CCN(c2ccc3cccc(-c4cccc(C#N)c4)c3n2)CC1	2	0.0	8	-0.2
CC1CCN(C(=O)c2ccc(N3C(=O)CCC3=O)cc2)CC1	11	0.0	3	-1.2
Nc1cccc(-c2cccc(C(=O)Nc3ccc(N4CCOCC4)cc3)n2)c1	-12	0.0	-12	0.6
O=C1NC(=O)N(c2cccc3ccccc23)C(=O)/C1=C\c1ccc(O)c(O)c1	-9	-0.2	-1	0.1
COc1ccc(NC(=O)C2CCCN2S(=O)(=O)c2cccc3cccnc23)cc1OC (stereo not drawn)	-6	-0.1	-35	1.9
COc1ccc2c(c1)OC(C)CN(CC(=O)NC(C)c1nc3ccc(C)cc3[nH]1)C2 (stereo not drawn)	16	0.2	2	-0.5
Cc1ccc(OC(=O)N2CCOCC2)cc1	5	-0.1	-28	2.1
Cc1ccc(NC(=O)Nc2nnc(N3CCCC3)s2)cc1C	-11	0.0	-3	0.7
Cc1cccc(NS(=O)(=O)N2CCCCC2)c1	12	0.2	-15	-0.6
Cc1ccc2c(c1)CN(CC(=O)NCc1cn3c(C)cccc3n1)CC(c1ccsc1)O2 (stereo not drawn)	8	-0.1	13	-1.6
CCCCN(C)C1CCN(c2nc(C)c3ccc(OC)cc3n2)CC1	-4	-0.1	-5	-0.1
O=C(CNC(=O)c1ccc(Cl)cc1)N/N=C/C(Br)=C/c1ccccc1	6	0.5	27	0.1
CC(=O)C(C(C)=O)C(c1cccs1)C(c1ccccc1)[N+](=O)[O-] (stereo not drawn)	-9	-0.2	-7	0.1
O=C(COC(=O)C1CCC(=O)N1)Nc1ccc(Cl)cc1Cl (stereo not drawn)	12	0.0	-1	0.1
CCOc1ccccc1C1CC(c2ccc(Br)cc2)Nc2nc(N)nn21 (stereo not drawn)	2	-0.2	7	0.1
CCOC(=O)C1=C(C)N=c2s/c(=C\c3ccc(N(C)C)c(Br)c3)c(=O)n2C1c1ccccc1OC (stereo not drawn)	-8	0.1	2	-0.1
Cc1cc(-c2cncnc2C2CCCN(Cc3ccccn3)C2)on1 (stereo not drawn)	9	-0.1	2	-0.2
CN(C)c1cccc(C(=O)NCC2CCC3(CCN(Cc4ccncc4)CC3)O2)c1 (stereo not drawn)	2	0.0	-1	0.5
Cc1cn2c(=O)c(C(=O)N(C)CC3OCCO3)cnc2s1	13	-0.1	0	1.0
COc1ccc(N2CC(NC(=O)Nc3ccc(S(=O)(=O)NC(C)=O)cc3)CC2=O)cc1 (stereo not drawn)	11	-0.2	11	-1.5
COc1cc(NC(=O)c2ccc([N+](=O)[O-])cc2)ccc1NC(=O)c1ccco1	10	0.1	-6	0.3
FC(F)(F)c1cccc(CNc2nc(-c3cccs3)nc3c2ncn3-c2ccsc2)c1	-10	0.7	-1	0.0
CCCNC(=O)N1CCc2nc(N3CCOCC3)[nH]c(=O)c2C1	0	0.0	7	-1.6
COc1ccc(/C=N/NC(=O)c2cccc(NC(C)=O)c2)c(OC)c1	12	0.0	-3	0.4
COc1ccccc1-c1nc(CN(C)Cc2ccc(C)o2)cs1	48	0.1	-1	1.2
O=C(NCCc1ccc(Cl)cc1)C1(c2cccs2)CCOCC1	12	0.8	12	-0.8
CCOC(=O)COc1ccccc1C1Oc2ccccc2C2CC(c3cccs3)=NN21 (stereo not drawn)	8	-0.1	-26	0.4
CCN(c1ccccc1)S(=O)(=O)c1ccc(C(=O)NNC(=O)c2ccc(C)cc2)cc1	9	0.1	7	-0.9
CC1CCc2c(sc(NC(=O)c3ccc([N+](=O)[O-])cc3[N+](=O)[O-])c2C#N)C1 (stereo not drawn)	3	0.0	10	-0.7
Cc1ccc(CNC(=O)CCC2CCCN(Cc3cccc4cccnc34)C2)o1 (stereo not drawn)	-5	-0.1	-5	0.5
FC(F)(Cl)c1cc(-c2cccs2)nc2nc(N3CCOCC3)sc12	-3	0.1	0	0.2
O=C(Cc1ccsc1)NCC1Cc2c(F)ccc(-c3ccncc3)c2O1 (stereo not drawn)	3	-0.1	24	17*
CCOC(=O)Cc1csc(NS(=O)(=O)c2cccc([N+](=O)[O-])c2)n1	5	0.0	-3	0.8
Cc1ccccc1N/N=C/c1ccc(C#N)cc1	-3	-0.2	-5	-0.2
COc1cccc(NC(=O)CNC(=O)Cn2cnc3sc4c(c3c2=O)CCCC4)c1	-11	0.0	9	-0.7
NCC(O)CC(=O)O (stereo not drawn)	-28	0.0	3	-1.7
CCOCCCN1CC(C(=O)NCCc2ccc(C)cc2)CC1=O (stereo not drawn)	10	0.0	-6	-1.0
COc1cc2nc(N3CCN(c4ccccn4)CC3)nc(Nc3ccccc3)c2cc1OC	19	0.6	3	-1.9
COCCOC(=O)C1=C(C)NC2=C(C(=O)CC(c3ccc(Cl)cc3)C2)C1c1ccc(Cl)cc1 (stereo not drawn)	9	0.2	15	2.4
O=C1CC(N2CCN(C(c3ccccc3)c3ccc(Cl)cc3)CC2)C(=O)N1c1cccc(Cl)c1 (stereo not drawn)	-7	0.0	6	0.8
Cc1cc(O)c(C2(O)C(=O)Nc3cc(Br)ccc32)cc1C (stereo not drawn)	12	0.1	-1	-1.0
CCOC(=O)CSc1nc2cc(C(=O)N3CCCC3)ccc2c(=O)n1Cc1ccccc1	6	-0.1	-2	-1.0
(continued)
SMILES	MITF inh	FBW7 act	TEAD-YAP block	GPR151 ag
CC#CCN1C(=O)NC(CCc2ccccc2)(C2CCN(C(=O)c3nonc3C)CC2)C1=O (stereo not drawn)	2	-0.1	4	-0.1
COC(=O)C1=C(C)N=c2s/c(=C\c3cccc([N+](=O)[O-])c3)c(=O)n2C1c1ccc(OC)cc1 (stereo not drawn)	-4	-0.1	0	-0.4
CC1CCN(S(=O)(=O)c2cccc(-c3nnc(-c4cccc([N+](=O)[O-])c4)o3)c2)CC1	0	-0.1	6	5.6*
Cc1nc2sc(C(c3ccc(F)cc3)N3CCN(C)CC3)c(O)n2n1 (stereo not drawn)	-8	0.0	-15	0.1
Cc1ccc(Nc2cc(N3CCOCC3)c3nonc3c2[N+](=O)[O-])cc1Cl	-1	0.1	-1	0.7
O=C(CCc1nc(-c2ccc(Cl)cc2)no1)N1CCOCC1	-1	-0.2	-2	-1.1
CCOC(=O)c1sc(NC(=O)CSc2nnc(CNC(=O)c3ccc(OC)cc3)n2-c2ccc(F)cc2)c(C(=O)OCC)c1C	2	0.0	4	1.3
COC(=O)c1cc(-c2ccc(OC)c(OC)c2)c2c(=O)[nH]c(=O)n(C)c2n1	12	0.7	-9	-1.4
Cc1ccc(CN2C(=O)CCC2C(=O)NC(C)C)cc1 (stereo not drawn)	-2	0.3	-10	-0.1
CCOC(=O)c1ccc(NC(=O)C(=O)NC2CCCCC2)cc1	14	0.2	-11	-2.0
CCCCCC(C)(C)NC(=O)CN1CCOCC1	51*	0.0	-2	-0.1
CCC(C(=O)NCCCN1CC(C)CC(C)C1)n1ncn2c(cc3occc32)c1=O (stereo not drawn)	5	0.1	8	-0.2
COc1ccccc1N1C(=O)C2C(C(C)=O)=NN(c3ccc(C)cc3)C2C1=O (stereo not drawn)	-3	-0.1	2	-2.5
COc1cc(N)c(Cl)cc1C(=O)OCC(=O)N1CC2(C)CC1CC(C)(C)C2 (stereo not drawn)	0	0.6	-6	0.2
CCc1ccc(NC(=O)c2cc(S(=O)(=O)N3CCCC3)ccc2F)cc1	3	-0.2	0	0.9
CC(C)(C)Nc1c(-c2ccc(O)cc2)nc2cnccn12	-1	0.0	7	-1.3
O=C(Nc1ccc(-c2cn[nH]c2)cc1)C1CCc2ccccc2C1 (stereo not drawn)	-5	-0.2	-4	5.4*
CCOc1ccc(NC(=O)C(Sc2ccccc2)c2ccccc2)c([N+](=O)[O-])c1 (stereo not drawn)	7	-0.2	-14	6.1*
CC1CCCCC1NC(=O)CN(C)S(=O)(=O)c1cnc[nH]1 (stereo not drawn)	2	0.0	-5	0.1
CC1=CC(C)(C)N=c2s/c(=C\c3ccccc3)c(=O)n21	17	0.1	-15	-0.7
COc1ccccc1/C=C/C(=O)NCCC1=CCCCC1	12	0.2	-72	-0.1
C=CCn1c(COc2ccccc2)nnc1SCC(=O)Nc1ccc(C(N)=O)cc1	15	0.7	-5	-2.2
C#CCOc1c(Cl)cc(/C=C2/NC(=O)NC2=O)cc1Cl	2	-0.1	-16	0.0
COC(=O)c1ccccc1NC(=O)N1CCCc2cc(C)ccc21	-9	-0.1	-9	-1.1
CC(=O)N(c1ccc(C(N)=O)cc1)C(C(=O)Nc1ccc2c(c1)OCCO2)c1ccc(Cl)cc1 (stereo not drawn)	1	0.0	-3	0.6
O=C(N/N=C/c1cccnc1)C(=O)N/N=C/c1cccnc1	8	0.2	2	0.1
CC1(CCC(=O)N[C@@H]2CCCC[C@H]2c2ccccc2)CCC(=O)N1 (stereo partly drawn)	9	0.8	-3	1.1
Cc1cc(Nc2ccc(Cl)cc2)nc(N)n1	0	0.0	-59	-0.5
CCC(C)C1N=C2c3ccccc3N=C(SCC(=O)NCCc3ccc(OC)c(OC)c3)N2C1=O (stereo not drawn)	-5	0.0	5	-1.5
Cc1ccccc1NS(=O)(=O)c1cc(C(=O)NCc2ccncc2)ccc1C	17	0.7	8	-0.3

Part of the list above, with each value named:
CC(=O)N(c1ccc(C(N)=O)cc1)C(C(=O)Nc1ccc2c(c1)OCCO2)c1ccc(Cl)cc1 (stereo not drawn)
  MITF inh: 1
  FBW7 act: 0.0
  TEAD-YAP block: -3
  GPR151 ag: 0.6

O=C(N/N=C/c1cccnc1)C(=O)N/N=C/c1cccnc1
  MITF inh: 8
  FBW7 act: 0.2
  TEAD-YAP block: 2
  GPR151 ag: 0.1

CC1(CCC(=O)N[C@@H]2CCCC[C@H]2c2ccccc2)CCC(=O)N1 (stereo partly drawn)
  MITF inh: 9
  FBW7 act: 0.8
  TEAD-YAP block: -3
  GPR151 ag: 1.1

Cc1cc(Nc2ccc(Cl)cc2)nc(N)n1
  MITF inh: 0
  FBW7 act: 0.0
  TEAD-YAP block: -59
  GPR151 ag: -0.5

Of the compounds above, these contain two or more sulfur atoms:
SMILES	MITF inh	FBW7 act	TEAD-YAP block	GPR151 ag
FC(F)(F)c1cccc(CNc2nc(-c3cccs3)nc3c2ncn3-c2ccsc2)c1	-10	0.7	-1	0.0
FC(F)(Cl)c1cc(-c2cccs2)nc2nc(N3CCOCC3)sc12	-3	0.1	0	0.2
CCOC(=O)Cc1csc(NS(=O)(=O)c2cccc([N+](=O)[O-])c2)n1	5	0.0	-3	0.8
CCOC(=O)c1sc(NC(=O)CSc2nnc(CNC(=O)c3ccc(OC)cc3)n2-c2ccc(F)cc2)c(C(=O)OCC)c1C	2	0.0	4	1.3

New compounds follow
SMILES	MITF inh	FBW7 act	TEAD-YAP block	GPR151 ag
COc1ccc(OC)c(C2=NOC(C(=O)NCc3cccnc3)C2)c1 (stereo not drawn)	-13	0.3	1	6.3*
O=C(CCn1cnc2ccccc2c1=O)Nc1cccc(Cl)c1	16	0.4	3	0.0
COC(=O)C1=C(C)N(c2ccc(OC)cc2)C(=O)/C1=C\c1ccc(C(=O)OC)cc1	14	0.7	7	-0.8
CSc1cccc(C(=O)Nc2nc3ccc(Cl)cc3s2)c1	23	0.3	-42	-1.3
OC(CNC1CCCCCC1)COCc1ccc(Cl)cc1 (stereo not drawn)	20	0.5	-2	-2.8
Cc1cc(C)c2nc(NCCNC(=S)NCCCN3CCOCC3)c(C#N)cc2c1	9	0.1	0	-0.5
CCOc1cc(Br)c(/C=C2/NC(=O)NC2=O)cc1OCC	7	-0.1	44*	0.5
COc1cc(/C=N/NC(=O)COc2cc(C)cc(C)c2)cc(Br)c1O	-14	0.0	-7	-0.2
O=C(CN(Cc1cccnc1)C(=O)c1csnn1)NC1CCCCC1	14	0.1	-7	0.7
CCOC(=O)c1cccc(NC(=O)/C(=C\c2ccccc2)NC(=O)c2ccccc2)c1	-5	0.1	10	0.0
CC(C)(C)c1ccc(/C=C(\C#N)C(=O)NCCCN2CCOCC2)cc1	-17	-0.1	-6	2.1
C/C(N)=C(/C#N)C(=O)Cn1nc(C(=O)O)c2ccccc2c1=O	-1	0.1	4	1.6
